IEC-6 tox = counter-screen for KLF5 inhibitors: cytotoxicity in IEC-6 cells; inhibition, % at 5 µM; AID 1825; IEC-6 cytotoxicity, luminescence viability; actives 0.78% (n = 290,000); in the data active = inhibition above about 22%;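 also: 0% = plate median of test compound wells and 100% = cytotoxic reference compound wells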
GSK3beta inhib = human GSK3beta kinase inhibition; P49841; AID 2097; GST-GSK3beta kinase, ADP-Glo luminescence, 60 min; hits give low values; activity score (negative = inhibition), % at 10 µM; actives 0.038% (n = 300,000);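 active = more than half of replicate wells score below -50%, meaning over 50% inhibition versus plate controls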;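 also: 0% = median DMSO wells and -100% = median GW8510 positive control wells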
Target sequence (P49841 whole entry, looked up): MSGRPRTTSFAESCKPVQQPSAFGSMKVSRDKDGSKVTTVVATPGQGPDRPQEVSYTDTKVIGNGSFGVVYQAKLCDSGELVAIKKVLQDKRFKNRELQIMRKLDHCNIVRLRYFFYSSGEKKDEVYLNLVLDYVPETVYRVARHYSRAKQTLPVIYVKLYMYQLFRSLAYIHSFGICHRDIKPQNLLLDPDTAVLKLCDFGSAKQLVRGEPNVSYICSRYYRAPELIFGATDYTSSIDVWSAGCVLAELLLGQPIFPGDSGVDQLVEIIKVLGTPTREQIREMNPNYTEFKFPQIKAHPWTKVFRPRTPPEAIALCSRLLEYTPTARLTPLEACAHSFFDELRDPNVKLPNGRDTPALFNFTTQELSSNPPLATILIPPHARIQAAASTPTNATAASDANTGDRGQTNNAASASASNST
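Assay system: GST-fused GSK3beta enzyme, cell-free / Medium: Tris pH 7.5 buffer with MgCl2, DTT, BSA, heparin / Also added: peptide substrate plus 25 µM ATP (final) / Compound: 10 µM single point / Timing: kinase reaction with compound 60 min at room temperature / Detection: ADP-Glo luminescence / Benchmarks: DMSO neutral wells and GW8510 at 20 µM as positive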
HSF1 inhib = HSF1 inhibition | NIH3T3-HGL HSE-luciferase, MG132-induced, luminescence 8 h; hits give low values | activity change, negative = inhibition, % at 7.5 µM (by protocol) | actives 0.77% (n = 300,000);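 active = more than half of replicate wells show activity change below -50%, luminescence cut by over half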;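 also: luciferase reports HSF-1 transcriptional activity via heat shock element; 0% = median of DMSO wells and -100% = zero luminescence signal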
DYRK1A inh = inhibitors of rat Dyrk1A kinase. AID 504441. Q63470. inhibition, % at 12.5 µM. actives 0.43% (n = 310,000). ADP-Glo luminescence, NFATc1 peptide; in the data active = inhibition above about 50%;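 also: plate controls were vehicle with enzyme for no effect and no enzyme for full effect; many of its hits are not listed in these tables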
aSyn 5UTR inh = 5' untranslated region of α-synuclein, MLPCN primary screen. alpha-synuclein 5'UTR reporter, inhibitor activity. inhibition, % (tested at 7.5 µM). actives 0.82% (n = 300,000); in the data active = inhibition above about 60%;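 also: H4 neuroglioblastoma cells stably carrying SNCA 5'UTR luciferase fusion; 0% = DMSO wells and 100% = positive control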
HSF1 activator = increases HSF-1 driven luciferase reporter signal | NIH3T3-HGL HSF-1 luciferase reporter, MG132, 8 h; 100% = twice DMSO control signal | activation, % at 9 µM | actives 1.7% (n = 300,000) | AID 504408;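 active = mean replicate activation of at least 50% with a set share of replicates each reaching 50%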;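 also: 0% = median of the neutral control wells and 100% = twice that signal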
GSK3A inh = human GSK-3 alpha kinase inhibition | P49840 | ADP-Glo luminescence, 60 min | inhibition, % at 10 µM | actives 0.1% (n = 320,000) | AID 2650;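 in the data active = inhibition above about 50%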;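 also: GST-tagged GSK-3 alpha with peptide substrate and 25 µM ATP; 0% = DMSO neutral wells and 100% = GW8510 positive control wells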
Target sequence (P49840 whole entry, looked up): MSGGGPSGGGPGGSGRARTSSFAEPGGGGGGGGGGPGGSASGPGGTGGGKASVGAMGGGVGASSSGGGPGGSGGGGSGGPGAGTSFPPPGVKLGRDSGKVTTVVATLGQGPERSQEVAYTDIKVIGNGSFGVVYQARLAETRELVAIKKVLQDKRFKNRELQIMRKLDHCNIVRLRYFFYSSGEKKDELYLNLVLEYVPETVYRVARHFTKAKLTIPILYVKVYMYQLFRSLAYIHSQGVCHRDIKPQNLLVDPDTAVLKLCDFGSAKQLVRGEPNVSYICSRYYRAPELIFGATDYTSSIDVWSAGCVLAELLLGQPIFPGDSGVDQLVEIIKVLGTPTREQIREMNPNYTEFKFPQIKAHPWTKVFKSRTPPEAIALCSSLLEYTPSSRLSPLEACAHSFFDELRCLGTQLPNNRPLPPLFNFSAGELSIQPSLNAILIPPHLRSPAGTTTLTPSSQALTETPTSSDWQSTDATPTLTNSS
KLF5 inh = inhibitors of KLF5 expression; DLD-1 KLF5 promoter-luciferase reporter, luminescence; inhibition, % at 5 µM; actives 0.23% (n = 290,000);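 active = inhibition above a per-plate limit of that plate's mean compound inhibition plus 3 SD, cut at about 60% in these data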;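 also: 0% = DMSO wells and 100% = LY294002 at 200 µM; higher means less KLF5 promoter-driven luciferase light; inactives centre near -14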
Platelet DG rel = platelet dense granule release activity; human platelet-rich plasma, SFLLRN dense granule ATP release, luminescence; actives 0.22% (n = 300,000); inhibition, %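 (compounds screened at 7.5 µM in platelet-rich plasma)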; AID 1663;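 active = mean replicate score, as percent of positive control, at or above 50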
HSP90 refold inh = blocks HSP90-mediated luciferase refolding in reticulocyte lysate; Rabbit reticulocyte lysate, luciferase refolding luminescence, 3 h; inhibition, % at 5.6 µM; actives 0.91% (n = 290,000);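 active = inhibition above the screen-wide mean plus 3 SD, computed separately per campaign, cut at about 16% in these data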;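 also: 0% = DMSO wells and 100% = 60 µM geldanamycin wells; inhibitors lower the luminescence because luciferase stays unfolded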
The depositor's hits bear a star; / = no result given. These rows are one share of the data, so the mix of outcomes need not match the whole.

SMILES	IEC-6 tox	GSK3beta inhib	HSF1 inhib	DYRK1A inh	aSyn 5UTR inh	HSF1 activator	GSK3A inh	KLF5 inh	Platelet DG rel	HSP90 refold inh
Cc1c(C(=O)O)cccc1-c1ccc(/C=C2\SC(=O)NC2=O)o1	-12	-8	-10	37	-18	2	20	6	-1	29*
O=C(Cc1cccs1)Nc1cccc(-c2nc3ccccc3[nH]2)c1	-1	1	3	19	-33	3	1	-16	-6	4
Cn1c(C(=O)N2CCCC(C(=O)NCc3ccc4c(c3)OCO4)C2)cc2sccc21 (centres undefined)	0	2	-2	-1	27	-13	-4	-38	2	1
CC1(C)CC(N=Cc2c(O)n(Cc3ccc4c(c3)OCO4)c(=O)c3ccccc23)CC(C)(C)N1	6	-4	36	/	18	23	-1	-9	-1	-1
Cc1cc(C)n2c(SCC(=O)NC3CCCC(C)C3C)nnc2n1 (centres undefined)	0	-6	-7	-5	-1	-3	-2	-26	-3	-2
CCOC(=O)NC(=O)CSc1ccc(C)cc1C	4	4	-9	-2	-1	-6	0	13	-2	4
C=C/C(C)=C/CC1C(=C)CCC2C(C)(C(=O)O)CCCC12C (centres undefined)	/	0	4	-2	2	-2	0	/	-2	/
COc1ccc(CCN(C)S(=O)(=O)c2ccc(Cl)nc2)cc1OC	0	2	-4	0	13	5	/	-21	-11	1
CSc1nc(Cl)c(Cc2ccc(OCC(C)C)cc2)c(N2CCOCC2)n1	4	-3	-7	0	8	1	/	0	8	-6
Cc1cc(N2CCOCC2)nc2ccc(NC(=O)CCC(=O)N3CCN(c4cccc(C(F)(F)F)c4)CC3)cc12	0	-1	1	13	-72	21	-1	16	20	-5
O=S(=O)(Nc1nc2ccccc2nc1Cl)c1cccc(C(F)(F)F)c1	-3	2	7	0	4	-3	-4	20	4	2
COc1cccc(OC)c1OCC(O)CN1CCN(c2ccccc2F)CC1 (centres undefined)	-1	1	-4	0	4	11	-3	-50	2	3
CC12CN3CC(C)(CN(C1)C3c1ccc([N+](=O)[O-])o1)C2=O (centres undefined)	-3	2	/	-7	37	/	0	-24	0	-1
COCc1cc(=O)n2[nH]c(C(F)(F)F)nc2n1	-1	-2	-1	-5	-33	-2	-3	-12	1	1
CC(=O)N1N=C(c2cccs2)CC1c1ccc(Br)cc1 (centres undefined)	8	2	18	-6	-61	33	0	-30	1	-2
Cc1ccc(-c2nc(NCCCO)c3ccccc3n2)cc1	4	2	-3	/	21	-10	3	2	-8	-2
COc1ccc(-c2[nH]ncc2CN2CCC(c3ccncc3)CC2)cc1F	-2	4	6	4	12	-14	1	-4	3	2
C=CCNC(=O)C1CC2Cn3c(nc4cc(Cl)c(Cl)cc43)C2N1C (centres undefined)	/	5	-3	4	-22	-16	3	/	3	/
CC1(C(=O)NNC(=O)c2cccc([N+](=O)[O-])c2)CC1(Br)Br (centres undefined)	5	1	1	-3	13	-3	0	-27	-2	1
CC(NC(=O)c1cccnc1)C(c1cccs1)N1CCN(c2ccccc2F)CC1 (centres undefined)	-6	-2	6	-1	12	1	1	-24	4	-1
CCN1CCCC1CN(Cc1cc2ccc(C)cc2[nH]c1=O)C(=S)Nc1ccccc1C(=O)OC (centres undefined)	5	-2	-28	1	-34	-27	1	-27	-4	4
CS(=O)(=O)N1CCN(C(=O)COc2ccc3ccccc3c2)CC1	1	5	-6	-4	21	2	/	-15	4	-3
Cc1cccc(CN2CCSCC2)c1	2	-1	-7	17	-17	-1	-1	-3	-1	2
c1ccc(Nc2cc(Nc3ccccc3)[nH]n2)cc1	-2	0	16	5	-43	36	0	-18	6	10
O=c1[nH]c(Cc2cccs2)nc2scc(-c3ccc(Cl)cc3)c12	-6	1	16	0	-77	13	1	-16	-2	-1
SMILES	IEC-6 tox	GSK3beta inhib	HSF1 inhib	DYRK1A inh	aSyn 5UTR inh	HSF1 activator	GSK3A inh	KLF5 inh	Platelet DG rel	HSP90 refold inh
Cc1ccc2nc(SCC(=O)Nc3ccc(F)c([N+](=O)[O-])c3)[nH]c2c1	3	6	9	3	-7	26	0	-3	-5	1
COc1ccc(CC(=O)OCC(=O)Nc2cccc(Br)c2)cc1	3	0	15	19	7	9	-2	-42	-7	-1
Cc1ccn2cc(CCNC(=O)CC(C)(C)C)nc2c1	-2	-5	-3	-4	-3	12	1	-18	12	-1
CCC(OC(=O)C1=Cc2ccccc2OC1)C(=O)NCc1ccco1 (centres undefined)	-4	3	0	0	-15	20	-2	-47	-1	-2
COc1cc(NC(=O)COC(=O)CNC(=O)c2ccc(Cl)cc2)c(C)cc1[N+](=O)[O-]	-4	3	-2	-2	1	-2	3	2	-3	-4
CC(C(=O)Nc1ccc(Cl)cc1)c1ncc(C(F)(F)F)cc1Cl (centres undefined)	-4	1	6	-2	-29	19	2	-21	-7	-2
Cc1cccc(C)c1NS(=O)(=O)c1ccc(-c2cnc(C3CC3)o2)cc1	94*	-1	-33	3	103*	-48	/	47	-3	2
COc1ccc(N(CC(=O)NC2CCCC2)C(=O)Cn2nnc(-c3ccc(C)cc3)n2)cc1	-7	-2	3	-2	10	14	2	-11	-1	0
CCOC(=O)c1c(NC(=O)CN2CCN(C(=O)c3ccco3)CC2)sc(C)c1C	-3	1	3	2	17	-11	-1	-9	-13	0
COC(=O)C1CCN(c2cc(Cl)nc(N)n2)CC1	2	-1	0	/	1	1	/	-13	2	-2
Cc1cc(OC(=O)c2ccc(C(C)(C)C)cc2)c([N+](=O)[O-])c(=O)[nH]1	-17	-16	-7	0	-16	11	-2	-18	-2	-5
CCOc1ccccc1Nc1cc(C)nc2ccc(C)cc12	/	-28	-6	6	31	-12	2	/	11	/
COc1ccc(C2C=C(c3ccc(C)cc3)Nc3ncnn32)cc1 (centres undefined)	0	-1	-4	13	2	-3	/	-24	1	1
CN(C)CCn1c(=S)[nH]c2ncccc2c1=O	7	2	-6	/	-15	3	-2	-9	1	1
Nc1c(Cl)cc(C2=NCCn3nc4ccccc4c32)cc1Cl	/	0	-2	48	28	8	4	/	-9	/
CCc1ccc(C(=O)COC(=O)c2ccco2)cc1	3	-7	6	-1	-36	20	0	-20	-6	0
COc1ccc(CNC(=O)C(=O)NCC2OCCN2S(=O)(=O)c2ccc(OC)cc2)cc1 (centres undefined)	2	0	-5	-12	22	14	1	-26	0	3
Cc1nn(-c2ccccc2)c(C)c1C(=O)OCC(=O)NC(=O)NC1CCCCC1	-2	4	-1	8	-8	0	0	-12	15	0
CNC(=S)NNC(=O)c1sccc1OCc1ccc(C)cc1	4	1	6	2	9	-5	-2	-12	-1	-1
CN(C)CCNc1c2c(nc3nnnn13)CCCC2	4	4	3	-1	-28	0	-2	5	-1	1
CC(=O)C1=C(O)C(=O)N(CCc2c[nH]c3ccccc23)C1c1ccc(C)cc1 (centres undefined)	4	0	12	7	1	19	-1	-27	-5	2
COc1ccccc1NC(=O)C(NC(=O)OC(C)(C)C)C(C)OCc1ccccc1 (centres undefined)	2	2	0	5	29	9	-1	5	9	-1
N=c1sccn1CC(=O)Nc1ccccc1Cc1ccccc1	2	1	-3	-6	14	7	1	-5	1	5
COC(=O)C1CCN(c2nc3ccccc3nc2C(C#N)C(=O)NCCc2ccccc2)CC1 (centres undefined)	-2	2	7	-6	6	-3	5	-5	12	-1
Cc1nc(NCc2ccc3c(c2)OCO3)c2oc3ccccc3c2n1	1	0	1	10	-3	15	-1	-25	3	2
CCCCNC(=O)CN(c1ccc(Cl)c(Cl)c1)S(C)(=O)=O	8	-1	8	-8	4	2	6	8	-7	3
O=C(N/N=C/c1cccc([N+](=O)[O-])c1)c1cnccn1	3	-1	5	2	-6	23	-1	-12	5	0

Look-ups from the results shown.
`CCCCNC(=O)CN(c1ccc(Cl)c(Cl)c1)S(C)(=O)=O` in HSP90 refold inh is entered as 3
`CCOC(=O)c1c(NC(=O)CN2CCN(C(=O)c3ccco3)CC2)sc(C)c1C` in HSF1 activator is entered as -11

Single records, from the list above:
Cc1nc(NCc2ccc3c(c2)OCO3)c2oc3ccccc3c2n1 is listed as IEC-6 tox = 1; GSK3beta inhib = 0; HSF1 inhib = 1; DYRK1A inh = 10; aSyn 5UTR inh = -3; HSF1 activator = 15; GSK3A inh = -1; KLF5 inh = -25; Platelet DG rel = 3; HSP90 refold inh = 2
Cc1ccn2cc(CCNC(=O)CC(C)(C)C)nc2c1 is listed as IEC-6 tox = -2; GSK3beta inhib = -5; HSF1 inhib = -3; DYRK1A inh = -4; aSyn 5UTR inh = -3; HSF1 activator = 12; GSK3A inh = 1; KLF5 inh = -18; Platelet DG rel = 12; HSP90 refold inh = -1
COc1cc(NC(=O)COC(=O)CNC(=O)c2ccc(Cl)cc2)c(C)cc1[N+](=O)[O-] is listed as IEC-6 tox = -4; GSK3beta inhib = 3; HSF1 inhib = -2; DYRK1A inh = -2; aSyn 5UTR inh = 1; HSF1 activator = -2; GSK3A inh = 3; KLF5 inh = 2; Platelet DG rel = -3; HSP90 refold inh = -4

High-throughput results as filed in PubChem.
